mcGAS RapidFire: inhibitors of mouse cGAS. Q8C6L5. recombinant mouse cGAS, cGAMP by RapidFire MS. inhibition, % at 12.5 µM. 130,000 compounds, 0.18% hits;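 active = inhibition of cGAS enzyme activity at or above 60%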;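 note: enzyme stimulated by 45 bp dsDNA with ATP and GTP substrates; cGAMP share of summed cGAMP plus half ATP and half GTP signals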
Target sequence (Q8C6L5 whole entry, looked up): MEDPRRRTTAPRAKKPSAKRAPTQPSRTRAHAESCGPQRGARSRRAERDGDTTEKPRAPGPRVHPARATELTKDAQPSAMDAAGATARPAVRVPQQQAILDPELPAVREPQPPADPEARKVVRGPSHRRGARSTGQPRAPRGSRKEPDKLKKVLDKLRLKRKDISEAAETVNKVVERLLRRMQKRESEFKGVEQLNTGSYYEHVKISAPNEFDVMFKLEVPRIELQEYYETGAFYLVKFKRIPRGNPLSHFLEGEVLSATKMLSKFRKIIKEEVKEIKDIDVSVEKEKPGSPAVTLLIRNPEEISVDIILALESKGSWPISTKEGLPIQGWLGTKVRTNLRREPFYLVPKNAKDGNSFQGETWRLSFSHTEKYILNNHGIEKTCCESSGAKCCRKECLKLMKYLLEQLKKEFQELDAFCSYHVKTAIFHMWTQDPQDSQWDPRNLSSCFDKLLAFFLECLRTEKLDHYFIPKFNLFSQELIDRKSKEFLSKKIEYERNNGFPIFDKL
* hit, by the source's call; & = joins results of further samples.

molecule | mcGAS RapidFire
O=C(O)C1CCCN(S(=O)(=O)c2ccc(Br)s2)C1 (centres undefined) | -8&-4
c1cc(N2CCCCC2)ccc1CCNc1cncc2nnnn12 | 4
O=C(CCCn1cncn1)N1CC[C@@H](c2ccc3ccccc3c2)[C@H](O)C1 | -3
CC1CC(=O)Nc2ccccc2N1C(=O)CN(C)Cc1cccc(C#N)c1 (centres undefined) | -7
CC(C)c1cccc(C(C)C)c1NC(=O)CN1C(=O)C2CCCN2C1=O (centres undefined) | -2
S=C(NC1CC1)N1CCCC1C1CCCCC1 (centres undefined) | -3
CCN(CC)[P+](N)(c1c(C)nc2ccccn12)N(CC)CC | -13
Cc1ccc(C(=O)NCCC(=O)N2CCc3nc(C)n(C)c(=O)c3CC2)cc1 | -5
O=C(/C=C/c1ccccn1)N1CCCC(N2CCc3ccccc3C2)C1 (centres undefined) | -10
COc1cc(C=C(C#N)S(=O)(=O)c2ccc(Cl)cc2)cc2c1OCCO2 | -4
O=C(Nn1ccc2c(nnc3c(-c4ccccc4)cnn32)c1=O)c1ccccc1Cl | -10
O=C(O)c1cn(-c2ccc(Br)cc2Cl)nn1 | 1
Cc1ncc(CN2CCCC(C(=O)Nc3cccc(-c4ccc(F)cc4)c3)C2)s1 (centres undefined) | -5
CNCC(=O)NCCC(=O)Nc1cccc2ccccc12 | -18
C=C(C)CNC(=S)Nc1cc(C)ccn1 | 20
O=C(CCc1ccccc1)N1CCCC(OCc2ccc(F)c(F)c2)C1 (centres undefined) | -8
COc1ccc(CCCNC(=O)C2CCC(=O)N(C3CC3)C2)cc1 (centres undefined) | -7
COC(=O)[C@@H]1C[C@H](NS(=O)(=O)c2ccc(-n3cccn3)cc2)CN1C | -18
Nc1ccc(OCC2CCCCC2)cc1 | 5
COc1cccc(CN2CCC2(C)C(=O)N2CCN(C(=O)c3ccco3)CC2)c1OC (centres undefined) | -11
CC(C)CC(=O)N1CCC(NS(=O)(=O)c2ccccc2C(F)(F)F)CC1 | -4
CC(C)(C)C(=O)Nn1cnc2c(cnn2C(C)(C)C)c1=O | -4
CCN(C(=O)c1cc2ccccc2o1)c1ccc(F)cc1 | 3
Cc1ccc(S(=O)(=O)Nc2cc(Cl)ccn2)cc1 | -5
COC(=O)c1ccc2c(=O)n(CC(C)C)c(SCC#N)nc2c1 | -5
O=C(NC1CC1)c1ccc(NCc2ccc(Cl)nc2)cc1Cl | -4
COc1ccc(C(=O)N2CC(C(=O)O)Oc3ccccc32)c(OC)c1 (centres undefined) | 2
CCOC(=O)c1cc(NC(=O)c2ccccc2)c(=O)oc1C(F)(F)F | 2
Cc1csc(CN(C)CC2CN(c3ccccc3)C(=O)O2)n1 (centres undefined) | 4
CC(C)CC(=O)N1CCN(c2ccc(-c3ccccn3)nn2)CC1 | -2
CC(C)c1ccc(-n2ccnc2SCC(=O)NC(N)=O)cc1 | -13
O=C(c1ccsc1)N1CCCC(N2CCN(Cc3ccc4c(c3)OCO4)CC2)C1 (centres undefined) | 0
CCC(=O)C1=C(c2cccc(OC)c2)N(C(=O)CC)n2cnnc2S1 | 4
CN(Cc1ccc(N2CCOCC2)cc1)Cc1cc(C#N)ccc1F | 3
COC(=O)c1ccc(COc2ccc3c(C)c(C)c(=O)oc3c2C)o1 | -7
CCN1CCNC(=O)C1CC(=O)N1CCc2[nH]nc(-c3ccccc3F)c2C1 (centres undefined) | -2
CCOc1ccccc1CN1CCN(Cc2ccc(O)c(OC)c2)CC1CCO (centres undefined) | -4
O=S(=O)(Nc1nc2ccccc2s1)c1ccc(Cl)s1 | 9
COc1ccccc1C(=O)Nc1ccc2c(c1)CN(C(=O)c1c(F)cccc1Cl)CC2 | -15
COCc1cc(C(=O)NCc2cccnc2-n2ccnc2)ccc1OC | -1

4 records drawn at random from those above, as already listed:
molecule | mcGAS RapidFire
COCc1cc(C(=O)NCc2cccnc2-n2ccnc2)ccc1OC | -1
CC(C)c1ccc(-n2ccnc2SCC(=O)NC(N)=O)cc1 | -13
COC(=O)c1ccc(COc2ccc3c(C)c(C)c(=O)oc3c2C)o1 | -7
O=C(c1ccsc1)N1CCCC(N2CCN(Cc3ccc4c(c3)OCO4)CC2)C1 (centres undefined) | 0

Later entries:
molecule | mcGAS RapidFire
Cc1cc(C)c2c(CC(=O)NCCc3nnc(N)s3)coc2c1C | -12
CCCCCCNc1ccccc1Br | 6
CN1N=C(c2ccc3c(c2)OCCO3)CC1c1cnn(C)c1 (centres undefined) | 9
Cc1ccc(C2=NN(C(=O)CCCc3ccccc3)C(O)(C(F)(F)F)C2)cc1 (centres undefined) | -2
COc1ccc2n[nH]c(CN3CCN(c4ncnc5ccccc45)CC3)c2c1 | -13
CCC(C)(C)C1CCC(=NNc2ccc([N+](=O)[O-])cc2)CC1 (centres undefined) | -14
Cc1cc(C(=O)CN2CC(C)CC(C)C2)c(C)n1NC(=O)c1nn(C)c(=O)c2ccccc12 (centres undefined) | -8
O=C(NCCC(=O)N1CCOC(COCc2ccccc2F)C1)OCc1ccccc1 (centres undefined) | -5
O=C(O)C1(O)CCN(c2ncc(Cl)cc2Cl)CC1 | 10
Cn1cc(C(=O)NCc2ccc(Cl)cc2)c2[nH]c(=O)n(-c3ccc(Cl)cc3)c(=O)c21 | -26
Cc1cccn2c(CNC(=O)C3CC(=O)N(CC(C)C)C3)cnc12 (centres undefined) | -8
Cc1cc(C)c(C(=O)CSc2nnc(C)c(=O)[nH]2)cc1C | -4
Cc1ccc(N(CC(=O)N2CCCC(O)(CO)CC2)S(C)(=O)=O)cc1 (centres undefined) | -32
CC(C)c1cc(N2CC(c3ccncc3)C2)nc(C(F)(F)F)n1 | -7
CC(=O)c1cccc2c1OC(C)C(=O)N2Cc1cccc(F)c1 (centres undefined) | 4
Cn1c(=O)oc2cc(NC(=O)C3CCCC(C(F)(F)F)C3)ccc21 (centres undefined) | -14
O=C(NC1CC(=O)N(C2Cc3ccccc3C2)C1)c1cc[n+]([O-])cc1 (centres undefined) | -4
COc1ccc(CCCNC(=O)c2ccc(N3CC(O)C3)nc2)cc1 | -15
CCN(CC1CCOCC1)C(=O)C1CCCN(Cc2ccco2)C1 (centres undefined) | -2
CN(CCc1ccccc1)C(=O)C1CCN(Cc2c(-c3ccco3)nc3ccccn23)CC1 | -1
COc1c(C)cc(C(=O)C2CCCN(Cc3cnc(N(C)C)s3)C2)cc1C (centres undefined) | 4
O=S(=O)(c1ccc(N2CCN(Cc3ccc4c(c3)OCO4)CC2)nc1)N1CCCC1 | 0
CCC(=O)C(C)Sc1n[nH]c(-c2ccc(CC)cc2)n1 (centres undefined) | -3
CCOC(=O)CN(C(=O)c1ccc(C)cc1)N(C(=O)c1ccc(C)cc1)C(C)(C)C | -3
Cc1nnn(CC(=O)NS(=O)(=O)c2ccc(C(C)(C)C)cc2)c1COc1ccc2ccccc2c1 | 11
O=C(NCCN1CCCCC1=O)c1cc(Cn2ccc3ccccc32)[nH]n1 | -10
CN1CCN(C(=O)CCNC(=O)c2ccsc2)c2ccc(F)cc21 | 3
CC(NP1(=O)C=C(c2ccccc2)OC(c2ccccc2)=C1)C1CC2CCC1C2 (centres undefined) | -11
Fc1ccccc1-c1n[nH]c(=S)n1N=Cc1ccc(-c2ccccc2Cl)o1 | -10
c1ccc(C2=Nc3ccccc3SC2c2nc3ccccc3[nH]2)cc1 (centres undefined) | -10
COc1ccccc1-c1cc(N)n(-c2ccc(C)cc2)n1 | -7
COc1cc(OC)c(C2c3cccn3CCCN2Cc2ccccn2)cc1OC (centres undefined) | -3
COc1ccc2cc(CNCc3ccc4c(c3)CCC4)ccc2c1 | 0
O=C(/C=C/c1cc(F)ccc1F)N1CCC2(CCNC2=O)CC1 | 0
Cc1ccc(-c2cc(C(=O)OCc3ccccc3C#N)[nH]n2)cc1 | 6
COc1ccc(C2=CSC3=NS(=O)(=O)CCN23)cc1Br | -8
O=C1NC(C(=O)NC2CCC3CCCC3C2)CS1 (centres undefined) | -10
O=C1NC2(CCCc3ccccc32)C(=O)N1CCOc1ccccc1 (centres undefined) | -1
CC(OCC(F)(F)F)C(=O)Nc1ccccc1Sc1nccn1C (centres undefined) | 0
CC(C)N1CCCC(C)(C(=O)Nc2cccc(Oc3ccccc3)c2)C1 (centres undefined) | -3
Cc1cc(C)n2nc(C(=O)N(C)Cc3ccc(C(C)C)cc3)nc2n1 | -11
Cc1cc(N)c2c(n1)N(C)CC2 | -16
Cc1ccc2c(c1)c(-c1ccc(O)cc1)nn2C | -8
CN(Cc1c(F)cccc1Cl)C(=O)C12CCC(=O)N1c1ccccc1S2 (centres undefined) | -6
Cc1nnc(CN2CCOc3c(O)cc(-c4cccc(Cl)c4)cc3C2)s1 | -33
O=c1c2c3nc4ccccc4nc3n(CCc3ccccc3)c2ncn1Cc1ccco1 | -2
COC(=O)Cn1cnc2sc3c(c2c1=O)CCC(C)C3 (centres undefined) | -4
CCCC(=O)N1CCCCC1C(=O)NC1CCc2ccccc21 (centres undefined) | 1
Cc1nn(-c2ccccc2)c2nc(N)c(C#N)c(-c3c(F)cccc3Cl)c12 | -1
CCOCCn1c(C)c(C)n2c3c(=O)n(C)c(=O)n(C)c3nc12 | -5

More entries:
molecule | mcGAS RapidFire
COc1cccc(CN2C(=O)COCc3cc(-c4cnn(C)c4)ccc32)c1 | -3
Nc1nc(CSc2nnc3c(n2)[nH]c2ccccc23)nc(N2CCOCC2)n1 | -1
CNC(=O)c1cccc(C(=O)OCCc2cccs2)c1 | -9
Cn1c(=O)c2ccccc2n2c(CNc3cccc4c3CCCC4)nnc12 | -2
CC1COCCN1C(=O)c1ccc2c(c1)Cc1ccccc1-2 (centres undefined) | -3
CCS(=O)(=O)c1ncc(CN(C)C)n1Cc1ccccc1 | -9
CC(=O)C(C)n1c(CN2CCN(c3cccc(Cl)c3)CC2)nc2c1c(=O)[nH]c(=O)n2C (centres undefined) | -2
O=C(c1cc2sccc2[nH]1)N1CCCC(Nc2ccc3c(c2)OCO3)C1 (centres undefined) | 38
CC(C)(C)C1CCCCC1NCCn1cccn1 (centres undefined) | -2
Cc1cc(C(=O)Cn2cc(C(F)(F)F)cc(Cl)c2=O)c(C)n1Cc1ccco1 | -7

Sorted by value in mcGAS RapidFire (low to high): 3 of the compounds above
molecule | mcGAS RapidFire
CCS(=O)(=O)c1ncc(CN(C)C)n1Cc1ccccc1 | -9
Cn1c(=O)c2ccccc2n2c(CNc3cccc4c3CCCC4)nnc12 | -2
Nc1nc(CSc2nnc3c(n2)[nH]c2ccccc23)nc(N2CCOCC2)n1 | -1

(continued)
molecule | mcGAS RapidFire
CCOC(=O)c1ccc(S(=O)(=O)N(CC)C(C)C)cc1 | -8
O=C(c1ccc(Nc2nccc(-c3cc4ccccc4s3)n2)cc1)N1CCC(N2CCCC2)CC1 | -11
Fc1ccc(NN=C2c3ccccc3-c3ccccc32)cc1 | -9
Cn1ccsc1=NC(=O)Cc1coc2ccc3ccccc3c12 | 18
N#CC1(NC(=O)CSc2nnc3n2CCCCC3)CCCCC1 | -3
COc1ccc(N2C(=O)CCC(C(=O)N(C)C)C2c2ccc(OC)c(OC)c2)cc1 (centres undefined) | -8
CCCCn1c(-c2ccccc2)cn2c3c(=O)n(C)c(=O)n(C)c3nc12 | -9
O=C(NCc1nnc2ccc(C(F)(F)F)cn12)C1CCC1 | -12
COc1cc(-c2ccc(SCC(=O)NC3CCCC3)nn2)cc(OC)c1OC | -8
Cc1ccc(C2=NN(c3nc(-c4ccccc4)c4cc(Cl)ccc4n3)C(c3ccccc3F)C2)cc1 (centres undefined) | -14

A few values from the entries so far.
`CCCCn1c(-c2ccccc2)cn2c3c(=O)n(C)c(=O)n(C)c3nc12` | mcGAS RapidFire = -9
`COc1cc(-c2ccc(SCC(=O)NC3CCCC3)nn2)cc(OC)c1OC` | mcGAS RapidFire = -8
`N#CC1(NC(=O)CSc2nnc3n2CCCCC3)CCCCC1` | mcGAS RapidFire = -3
`O=C(c1ccc(Nc2nccc(-c3cc4ccccc4s3)n2)cc1)N1CCC(N2CCCC2)CC1` | mcGAS RapidFire = -11
`Cn1ccsc1=NC(=O)Cc1coc2ccc3ccccc3c12` | mcGAS RapidFire = 18

Further structures follow:
molecule | mcGAS RapidFire
CC1CN(Cc2nc3c(c(=O)n(C)c(=O)n3C)n2Cc2ccc(F)cc2)CC(C)O1 (centres undefined) | -2
COc1ccc(C2CC(=O)N(CC(=O)O)CCN2CC2CC2)cc1 (centres undefined) | -9
CC(SCC(=O)N(CCC#N)CCC#N)c1ccc(F)cc1 (centres undefined) | -3
Cc1nn(CC(=O)NCC(F)(F)F)c(C)c1S(=O)(=O)N(C)C | -6
N#CCCCOc1cccn2c1nc(=O)c1cc(Cl)ccc12 | -7
C/C(=C/C(=O)N1CCOCC1C#N)c1cccc(Cl)c1 (centres undefined) | -2
COc1ccc(C(=O)CCC(=O)N2CCC(Cc3nncn3C)CC2)cc1 | -15
CCCCC(=O)Nc1nnc(C)s1 | 1
O=C(O)/C=C/c1c[nH]c(=O)[nH]c1=O | -10
Cc1cc(C)n(CCC(=O)OCC(=O)NC2CC2)n1 | 4
C=CCn1c(=S)[nH]c2sc3c(c2c1=O)CCCC3 | -19
COC(=O)c1cn(Cc2ccccc2F)nc1S(=O)(=O)N1CCCCC1 | 3
O=C(Nc1cc(C2CCCC2)[nH]n1)C(O)c1ccccc1 (centres undefined) | 5
c1ccc(CCC2CN(Cc3ccccc3-n3cccn3)CCO2)cc1 (centres undefined) | -17
O=C(CN1CCCc2cccc(F)c21)Nc1cccc(F)c1 | -14
Cc1ccc([N+](=O)[O-])cc1-c1ccc(/C=C2\SC(=Nc3ccccc3)NC2=O)o1 | 10
COCOc1cccc(CN2CCC2(C)C(=O)NC2CCN(C)CC2)c1 (centres undefined) | -7
CC1C(=O)N(CC(=O)N2CCN(c3ncccn3)CC2)C(=O)N1c1ccccc1 (centres undefined) | 5
CC1Oc2ccc(-c3cccc(F)c3)cc2N(c2cccc(O)c2)C1=O (centres undefined) | 3

Only part of the results is shown; count on the stated rates, not on these rows.
